High-throughput results from PubChem.
3T3 cytotox – Cytotoxic Profiling in NIH 3T3 Cell Line of Diverse Libraries Using Quantitative High-Throughput Screening; Potency, µM (highest dose often 96.7 µM), for inactives: top-dose activity change, negative = cytotoxicity, actives largely listed as inhibitors; NIH 3T3 viability, CellTiter-Glo ATP luminescence, 48-72 h; 94,000 compounds, 4.3% hits; AID 1345082, 2018; note: potency is the fitted concentration of half-maximal effect; nearly all actives have a fitted effect of over 55% in size
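ATP-dependent luminescence (CellTiter-Glo) served as the viability signal for NIH 3T3 cells treated with compound for 48 or 72 hr at 37 °C.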
FLuc inh – Firefly luciferase inhibition profiling of diverse chemical library using quantitative high-throughput screening | 76,000 compounds, 2.5% hits | Potency, µM (top dose mostly 115 µM), for the others: top-dose activity change, negative = inhibition, actives largely listed as inhibitors | purified P. pyralis luciferase, luminescence, biochemical | AID 1347043, 2019 | Luciferin 4-monooxygenase (Photinus pyralis), P08659; note: potency is the fitted concentration of half-maximal effect; nearly all actives have a fitted effect of over 65% in size
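FLuc 10nM, D-luciferin 10uM, ATP 10uM, Mg acetate 10mM, Tris acetate pH 7.5, Tween/BSA; cpd qHTS; enzyme added last; CCD luminescence.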
SNCA expr inhib – Primary qHTS assay for inhibitors of alpha-synuclein gene (SNCA) expression | Potency, µM (series often up to 57.2 µM), for the others: top-dose activity change, negative = inhibition, hits mostly inhibitors | 140,000 compounds, 0.17% hits | HEK-293 SNCA-luciferase knock-in, luminescence, 24 h | AID 1671194, 2021;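 note: potency is the fitted concentration of half-maximal effect; plate controls were DMSO cells for no effect and cell-free wells for full effect; nearly all actives have a fitted effect of over 45% in size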
GPT2 inhibitor – Primary qHTS assay for inhibitors of Glutamate pyruvate transaminase 2 (GPT2) | Recombinant GPT2, coupled pyruvate oxidase/HRP Amplex Red fluorescence | Potency, µM (series often up to 57.7 µM), for inactives: at the highest dose activity change, negative = inhibition, hits mostly inhibitors | 100,000 compounds, 0.25% hits | AID 1671188, 2021; note: potency is the fitted concentration of half-maximal effect; nearly all actives have a fitted effect of over 60% in size; many of its hits are not listed in these tables
Target sequence (Q8TD30 whole entry, looked up): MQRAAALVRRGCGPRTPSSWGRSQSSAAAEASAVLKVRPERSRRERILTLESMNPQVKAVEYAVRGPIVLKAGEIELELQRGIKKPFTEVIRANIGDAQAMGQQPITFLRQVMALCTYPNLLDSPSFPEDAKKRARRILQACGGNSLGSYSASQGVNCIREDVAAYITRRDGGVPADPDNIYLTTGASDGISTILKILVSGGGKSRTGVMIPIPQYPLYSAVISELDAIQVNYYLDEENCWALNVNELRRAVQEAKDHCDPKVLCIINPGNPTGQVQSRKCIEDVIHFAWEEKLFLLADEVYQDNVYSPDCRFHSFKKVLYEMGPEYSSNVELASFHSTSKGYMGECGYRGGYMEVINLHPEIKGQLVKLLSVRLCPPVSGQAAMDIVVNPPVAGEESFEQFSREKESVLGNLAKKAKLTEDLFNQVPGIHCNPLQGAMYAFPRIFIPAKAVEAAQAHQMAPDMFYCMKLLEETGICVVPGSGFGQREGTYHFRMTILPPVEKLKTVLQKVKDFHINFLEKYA
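Inhibition is scored from Amplex Red fluorescence generated when pyruvate oxidase and HRP act on pyruvate released by GPT2. Reactions contain 10ng/uL enzyme, 250uM a-KG and 2mM L-alanine and run 30 min at room temperature.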
IP6K1 inhibitor – Primary qHTS assay for small molecule inhibitors of Inositol hexaphosphate kinase 1 (IP6K1) | Inositol hexakisphosphate kinase 1 (Homo sapiens), Q92551 | activity change, % (series mostly up to about 58 µM) | 140,000 compounds, 0.81% hits | IP6K1 kinase, ADP-Glo luminescence, 2 h; hits give low values; in the data active = activity change below about -25%
Target sequence (Q92551 whole entry, looked up): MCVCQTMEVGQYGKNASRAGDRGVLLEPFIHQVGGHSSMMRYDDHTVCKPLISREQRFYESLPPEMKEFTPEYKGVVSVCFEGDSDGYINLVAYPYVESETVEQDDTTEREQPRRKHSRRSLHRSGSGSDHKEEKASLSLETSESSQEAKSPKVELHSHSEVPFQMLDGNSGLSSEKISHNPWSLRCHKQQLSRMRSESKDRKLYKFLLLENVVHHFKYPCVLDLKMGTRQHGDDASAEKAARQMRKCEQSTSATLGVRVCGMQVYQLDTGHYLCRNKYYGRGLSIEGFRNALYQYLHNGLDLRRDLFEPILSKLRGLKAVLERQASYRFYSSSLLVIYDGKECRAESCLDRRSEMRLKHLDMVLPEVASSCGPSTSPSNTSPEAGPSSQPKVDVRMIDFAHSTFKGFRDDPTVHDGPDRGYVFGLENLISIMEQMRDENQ
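ADP-Glo luminescence measures ADP made by human IP6K1 during a 2 h RT reaction with ATP/IP6 (mix at 1.3 mM/130 uM); top library doses 57.5 and 19.1 uM final.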
HEK293 tox – Cytotoxic Profiling in HEK 293 Cell Line of Diverse Libraries Using Quantitative High-Throughput Screening; HEK 293 viability, ATP luminescence (CellTiter-Glo), 48-72 h; Potency, µM (series often up to 115 µM), inactives show at the highest dose activity change, negative = cytotoxicity, actives largely listed as inhibitors; 94,000 compounds, 6.6% hits; note: potency is the fitted concentration of half-maximal effect; nearly all actives have a fitted effect of over 60% in size
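Luminescence from cellular ATP, measured with CellTiter-Glo, indicates HEK 293 viability. Cells plated at 250 cells/well are treated with compound for 48 or 72 hr at 37 degree Celsius before reagent addition.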
SNCA viab count – GF-AFC viability counterscreen for inhibitors of alpha-synuclein gene (SNCA) expression; HEK-293-SNCA-luc viability, GF-AFC fluorescence, 24 h; Potency, µM (highest dose often 57.1 µM), for inactives: at the highest dose activity change, negative = cytotoxicity, hits mostly cytotoxic; 150,000 compounds, 0.12% hits;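 note: potency is the fitted concentration of half-maximal effect; 0% = DMSO-treated cells and -100% = medium-only wells without cells; nearly all actives have a fitted effect of over 30% in size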
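HEK-293-SNCA-luc cells (1500/well) plated 24 h, then exposed 24 h to a dilution series; GF-AFC added 30 min at 37C, fluorescence 405/540 nm; normalised to medium-only and DMSO wells, Hill fit.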
Starred values were filed as active, the others as inactive; i = inactive; ? = inconclusive; / = no result given; & = joins results of further samples; [ ] = remark or other dose. Unless noted, calls come from the whole dose curve; as a rule, active = well fitted curve in the direction sought with a large enough effect; inconclusive = small, poorly fitted or top-dose-only effect, or another doubt; inactive = no such curve, though single readings can be large; an effect the other way counts as inactive or inconclusive. Unless noted, % is set by controls: 0 for no effect and ±100 for the full control effect. Some of the compounds tested; rates above refer to the full screens.

| canonical_smiles | 3T3 cytotox | FLuc inh | SNCA expr inhib | GPT2 inhibitor | IP6K1 inhibitor | HEK293 tox | SNCA viab count |
| --- | --- | --- | --- | --- | --- | --- | --- |
| Cc1cnc(C)c(-c2cc(O)c3c(c2)CN(C(=O)c2cc(C)[nH]n2)CCO3)n1 | 0% | 12% | 14% | -9% | -1 | -21% | -3% |
| COC[C@@H]1CN(C(=O)c2cc(OC)cc(OC)c2)C[C@H]1c1ccncc1 | i | -4% | ? | 0% | -7 | -13% | 4% |
| Cc1ccc(C)c(NC(=O)N2CCCC(Cn3cnc4cccnc43)C2)c1 (stereo not given) | -3% | -3% | -22% | -1% | 1 | -6% | 3% |
| CC(c1cccs1)N(C)Cc1ccc(OC(F)(F)F)cc1 (stereo not given) | -1%[138 µM] | 0%[172 µM] | -25%[87.6 µM] | -5%[88.5 µM] | 4 | -6%[172 µM] | 13%[87.6 µM] |
| CNC(=O)[C@H]1CN(C(=O)COc2ccccc2)[C@]2(C)C(=O)N(CC3CC3)c3ccccc3[C@H]12 | -28%[46.1 µM] | / | 9%[25.6 µM] | i | -5 | ? | 4%[23.9 µM] |
| O=C(NC1CCN(c2ccnc3ccnn23)C1)c1ccccc1F (stereo not given) | -38%[138 µM] | / | ? | i | 12 | ? | 2%[87.6 µM] |
| O=C(COCc1cc(-c2ccco2)on1)Nc1ccc(OC(F)(F)F)cc1 | / | / | ? | / | 7 | / | 8% |
| CCOc1ccc(S(=O)(=O)Nc2cc(Cl)ccc2OC)c2cccnc12 | / | / | ? | / | 10 | / | -14% |
| COc1ccc(Cl)cc1NC(=O)C1CCN(S(=O)(=O)c2ccc3c(c2)CCCN3C(=O)C2CCC2)CC1 | / | / | -19% | / | 0 | / | 5% |
| CC(C)(C)c1ccc(C(=O)N2CCC(c3nc(C4CCOC4)no3)CC2)cc1 (stereo not given) | ? | -23% | 35%[activator] | ? | 15 | ? | -10% |
| CC[C@@H]1[C@@H](NC(=O)C2(c3ccc(S(C)(=O)=O)cc3)CCC2)[C@@H]2CCO[C@H]12 | 2% | -9% | 10% | 3% | 10 | -3% | 4% |
| N#Cc1ccc(C(=O)N2CCCOCCNC(=O)CC2)cc1 | ? | 0% | 18% | -1% | -14 | i | -1% |
| CCOC(=O)c1cc(-c2ccc(F)cc2)n(CCC(=O)Nc2nc3ccc(OC)cc3s2)c1C | / | / | -8% | / | 2 | / | 2% |
| O=[S+]1([O-])NC2(CCN(Cc3ccc(C(F)(F)F)cc3)CC2)CNc2ccccc21 | -15% | -5% | -22% | i | 6 | ? | -4% |
| COCCNC(=O)C1CN(c2cccc(Cl)c2)C(=O)N1 (stereo not given) | ? | -4%&0%[172 µM] | 3%&-3%[87.6 µM] | i | 2&-3 | 0%&1%[172 µM] | 9%&0%[87.6 µM] |

Gathered by group: the compounds so far with a Cl atom
| canonical_smiles | 3T3 cytotox | FLuc inh | SNCA expr inhib | GPT2 inhibitor | IP6K1 inhibitor | HEK293 tox | SNCA viab count |
| --- | --- | --- | --- | --- | --- | --- | --- |
| CCOc1ccc(S(=O)(=O)Nc2cc(Cl)ccc2OC)c2cccnc12 | / | / | ? | / | 10 | / | -14% |
| COc1ccc(Cl)cc1NC(=O)C1CCN(S(=O)(=O)c2ccc3c(c2)CCCN3C(=O)C2CCC2)CC1 | / | / | -19% | / | 0 | / | 5% |
| COCCNC(=O)C1CN(c2cccc(Cl)c2)C(=O)N1 (stereo not given) | ? | -4%&0%[172 µM] | 3%&-3%[87.6 µM] | i | 2&-3 | 0%&1%[172 µM] | 9%&0%[87.6 µM] |

Additional entries follow.
| canonical_smiles | 3T3 cytotox | FLuc inh | SNCA expr inhib | GPT2 inhibitor | IP6K1 inhibitor | HEK293 tox | SNCA viab count |
| --- | --- | --- | --- | --- | --- | --- | --- |
| NC(=O)Cc1c[nH]c2ncc(-c3ccc4c(c3)OCO4)cc12 | 45µM* | 63µM* | 13%[87.6 µM] | -2%[88.5 µM] | -47* | -11%[172 µM] | 11%[87.6 µM] |
| Cc1cccc(CN2CCC3(CC2)OC(=O)N(Cc2cccnc2)C3(C)c2ccccc2)c1 (stereo not given) | ? | -17% | ? | i | -12 | ? | ? |
| COC(=O)c1ccc(NC(=O)CSc2cn(CC(=O)N3CCCCC3)c3ccccc23)cc1 | / | / | 19% | / | 15 | / | -26% |
| CCN(CC)C(=O)c1cc(-c2ccccc2C(F)(F)F)nc2c1cnn2C | -18% | / | / | / | 6 | ? | / |
| CCCc1noc(-c2cccn3c(CNC(=O)c4ccc(OCC)cc4)nnc23)n1 | -5% | 6% | -4% | i | -1 | -3% | 2% |
| CC(C)CN1C(=O)c2cccn2CC1C(=O)N1CCN(Cc2ccc3c(c2)OCO3)CC1 (stereo not given) | -13% | 12% | -12% | i | 1 | -3% | -16% |
| O=C(Cn1nc2n(c1=O)CCCC2)N1CCN(c2ccc(F)cc2)CC1 | ? | -16% | -10% | i | -5 | -12% | -2% |
| CCC(=O)Nc1c(C(=O)N2CCN(c3ccc(F)cc3)CC2)oc2ccccc12 | / | / | 19% | / | 13 | / | -13% |
| CC(C)CCN1CCc2nc(C(=O)Nc3ccc(Cl)cc3)oc2CC1 | ? | ? | 15%[87.6 µM] | -11%[88.5 µM] | -4 | ? | -4%[87.6 µM] |
| O=C(Cn1cc(S(=O)(=O)N2CCCC2)c(S(=O)(=O)N2CCCC2)c1)Nc1ccc(F)cc1 | / | / | 18% | / | 7 | / | -6% |
| COCCCN1CC2(CCC1=O)CCN(Cc1nonc1C)CC2 | -5% | -7% | 19% | i | 7 | 0% | -5% |
| CC(=O)Nc1ccc(C(=O)N2CCCN(c3cc(-c4ccccc4)[nH]n3)CC2)cc1 | -22% | 5% | -11% | -23% | 4 | -1% | 1% |
| COc1ccc(-n2c(=O)c3sc4ccccc4c3n(Cc3ccccc3)c2=O)cc1 | / | / | 21% | / | -11 | / | -4% |
| O=C(Cc1ccncc1)N1CCC2(CC1)NCCc1c2[nH]c2ccccc12 | -28% | 5% | ? | ? | 18 | -5% | -11%[12.5 µM] |
| O=C(Nc1ccc2c(c1)CN(Cc1ccccc1F)C(=O)CO2)c1ccc(F)cc1 | ? | ? | -1% | i | 15 | ? | 0% |

More structures:
Below each SMILES: 3T3 cytotox	FLuc inh	SNCA expr inhib	GPT2 inhibitor	IP6K1 inhibitor	HEK293 tox	SNCA viab count
> CSCCNC(=O)c1cc(-c2cccc(C(F)(F)F)c2)c2cccn2n1
    ?	/	-29%	-22%	9	?	-19%
> Cc1ccc(NC(=O)Cn2c(=O)n(Cc3ccco3)c(=O)c3ccccc32)cc1
    /	/	-17%	/	28	/	-15%
> CN1c2cc(C(=O)N3CCN(c4ccccc4F)CC3)ccc2C(=O)N2CCCCCC21 (stereo not given)
    ?	-15%	?	5%	-17	?	-5%[12.5 µM]
> CCN(Cc1ccccc1)Cc1c(O)ccc2c(=O)c(-c3ccc(Cl)cc3)coc12
    /	/	50%[activator]	/	16	/	-1%
> CCC(=O)N1CCN(c2nc3c(s2)CC(C(=O)N2CCN(CC)CC2)CC3)CC1 (stereo not given)
    -20%	-12%	14%	i	12	-2%	11%
> O=C(C1CCCN([S+](=O)([O-])c2cccs2)C1)N1CCC(c2nc3ncccc3[nH]2)CC1 (stereo not given)
    -13%	/	-14%	i	5	?	-4%
> CN1C(=O)C(c2ccccc2)CC12CCN(Cc1ccc(F)c(F)c1)CC2 (stereo not given)
    ?	0%	20%	-59%	8	?	-22%
> O=S(=O)(c1ccc2c(c1)CCC2)N1CCC(Cc2nc(-c3ccncc3)n[nH]2)C1 (stereo not given)
    ?	3%	-19%	-5%	1	?	-9%
> COC(=O)c1ccc(NC(=O)C(=O)NCCc2sc3nc(-c4ccc(OC)cc4)nn3c2C)cc1
    /	/	10%	/	19	/	3%
> COc1ccc(-c2cc(-c3ccc4c(c3)NC(=O)CO4)nc3c2COc2ccc(F)cc2-3)cc1
    /	/	-11%	/	2	/	3%
> CCOc1ccc(OCC)c(NC(=O)CCc2c(C)nc3c(c2C)c(=O)n(C)c(=O)n3C)c1
    /	/	-4%	/	-11	/	7%
> COc1cccc(CN2CCCCC2c2nc(CCOCC3CC3)no2)c1 (stereo not given)
    -26%	/	-22%	-5%	-10	?	9%
> COc1ccc(CCn2c(=O)c3cccnc3n(CC(=O)Nc3c(C)cccc3C)c2=O)cc1OC
    /	/	-2%	/	-1	/	-6%
> OC[C@H]1O[C@@H]2O[C@H]3[C@H](O)[C@@H](O)[C@@H](O[C@H]4[C@H](O)[C@@H](O)[C@@H](O[C@H]5[C@H](O)[C@@H](O)[C@@H](O[C@H]6[C@H](O)[C@@H](O)[C@@H](O[C@H]7[C@H](O)[C@@H](O)[C@@H](O[C@H]8[C@H](O)[C@@H](O)[C@@H](O[C@H]1[C@H](O)[C@H]2O)O[C@@H]8CO)O[C@@H]7CO)O[C@@H]6CO)O[C@@H]5CO)O[C@@H]4CO)O[C@@H]3CO
    /	/	-44%[25.6 µM]	i	11	/	5%[23.9 µM]
> Cc1cccc(OCC2CCCN(c3ncncn3)C2)c1 (stereo not given)
    -30%	?	-3%	i[11.5 µM]	-9	?	2%
> Cc1ccc(F)c(CN2CCC3(CCNCC3)C2)c1Cl
    ?	12%	2%	0%	-8	?	1%
> O=C1NC2(CCCN(Cc3ccsc3)C2)Oc2ccccc21 (stereo not given)
    -26%[138 µM]	-6%[172 µM]	43%[activator][87.6 µM]	5%[88.5 µM]	16	?	-15%[87.6 µM]
> CO[C@@]1(C)C[C@@H](O)C12CCN(C(=O)CSc1ccccc1C)CC2
    -17%	-1%	0%	-25%[11.5 µM]	1	-24%	-7%
> COc1ccccc1NC1CN(C(=O)OC(C)(C)C)C1
    -16%[138 µM]	/	-25%[87.6 µM]	-8%[88.5 µM]	-2	-24%[172 µM]	-9%[87.6 µM]
> COc1ccc2cc1Oc1ccc(cc1)C[C@H]1c3c(cc4c(c3Oc3cc5c(cc3OC)CCN(C)[C@@H]5C2)OCO4)CCN1C
    /	/	-24%[25.6 µM]	i	9&14	/	?
> N#Cc1cccc(C(=O)NC2CCc3nnc(C4CC4)n3CC2)c1 (stereo not given)
    -15%	-15%	21%	-19%	1	-11%	7%
